GlmU inhibition = inhibition of mycobacterial GlmU enzyme – biochemical, glucosamine-1-phosphate acetyltransferase (AID 1376); M. tuberculosis GlmU acetyltransferase enzyme assay; higher % means a stronger effect; inhibition, %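 (tested at 30 µM in the primary screen)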; hits with a dose series show IC50 in µM; 0.25% of 220,000 active; in the data active means inhibition above about 13%;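 further: 0% = complete reaction with vehicle and 100% = reaction without substrate; strong numbers were not always called active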
Mtb RmlCD inh = inhibitors of Mycobacterium tuberculosis RmlC and RmlD coupled enzymes | P9WH09+P9WH11 | inhibition, % at 3.6 µM | 0.03% of 160,000 active | RmlC+RmlD coupled enzyme assay, percent inhibition; primary screen in compound mixtures; in the data active means inhibition mostly above about 34%, no sharp cut-off; further: some results filed as inactive read as strong as hits
Target sequence (P9WH09 whole entry, looked up): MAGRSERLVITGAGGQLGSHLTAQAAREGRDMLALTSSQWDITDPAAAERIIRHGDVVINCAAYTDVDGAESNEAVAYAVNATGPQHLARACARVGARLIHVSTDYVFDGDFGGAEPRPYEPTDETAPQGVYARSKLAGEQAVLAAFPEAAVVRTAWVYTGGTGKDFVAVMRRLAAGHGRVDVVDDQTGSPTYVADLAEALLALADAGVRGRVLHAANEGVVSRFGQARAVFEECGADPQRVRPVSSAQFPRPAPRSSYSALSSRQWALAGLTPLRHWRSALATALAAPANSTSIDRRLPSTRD
Target sequence (P9WH11 whole entry, looked up): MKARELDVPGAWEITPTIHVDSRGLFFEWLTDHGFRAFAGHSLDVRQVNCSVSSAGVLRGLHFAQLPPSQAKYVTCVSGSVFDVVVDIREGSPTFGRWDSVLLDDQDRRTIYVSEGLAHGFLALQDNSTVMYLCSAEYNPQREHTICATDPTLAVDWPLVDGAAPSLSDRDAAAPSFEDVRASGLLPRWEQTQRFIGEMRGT
Numbers without * were called inactive; . = not tested or not shown. These rows are one share of the data; rates above refer to the full screens.

Each structure is followed by: GlmU inhibition	Mtb RmlCD inh
- Cn1c(Sc2ccc(C(=O)O)cc2[N+](=O)[O-])nnc1-c1ccccc1
    -4.8%	-13.7
- COC(=O)c1ccc(C2/C(=C(\O)c3ccc4c(c3)OCCO4)C(=O)C(=O)N2CCCN(C)C)cc1 (stereo not drawn)
    5.4%	.
- Nc1nn(-c2ccccc2Cl)cc1-c1nn[nH]n1
    .	-1.9
- Cc1cc(C)n(-c2c(F)c(F)c(CN3CCOCC3)c(F)c2F)n1
    1.4%	.
- COc1ccc(S(N)(=O)=O)cc1C(=O)N1CCCC1
    -8.4%	0.8
- Cc1ccc(-c2noc(CSc3nnc(-c4ccccc4)n3C)n2)cc1
    4.2%	-0.4
- Cc1ccc(NC(=O)N2Cc3ccccc3CC2C(=O)NC(C)(C)C)cc1 (stereo not drawn)
    -0.6%	20.7
- CCC(C)[C@@H](N)C(=O)N/N=C/c1cccc2nccnc12 (stereo partly drawn)
    -2.1%	12.5
- Cc1cccc(NCC(=O)c2c(N)n(C)c(=O)n(C)c2=O)c1C
    -1.9%	.
- Cc1cc(=O)n2c(n1)NC(=NCc1ccccc1)NC2c1ccccc1 (stereo not drawn)
    -4.5%	-5.2
- CCOC(=O)c1ccc(NC(=O)NCc2ccn(CC)n2)cc1
    -2.7%	.
- CC1CCN(c2ccccc2NC(=O)c2ccc(F)cc2)CC1
    0.4%	-7.1
- Cc1nc(NC(N)=S)sc1C(=O)Nc1ccccc1
    14.8%*	.
- CNc1nc(-c2ccc(OC)cc2)c(-c2ccc(OC)cc2)s1
    -0.3%	10.6
- CCCCn1c(SCC(=O)Nc2nnc(C)s2)nnc1-c1ccncc1
    1.5%	.

(listing goes on)
Each structure is followed by: GlmU inhibition	Mtb RmlCD inh
- Cc1c(/C=N/NC(=O)c2cccnc2)c2ccccc2n1Cc1ccccc1
    -5.0%	2.9
- C1CCC2(CC1)C1=C(CCCC1)Nc1nnnn12
    1.2%	.
- CC(=NCCCN(C)C)C1=C(O)c2ccccc2C1=O
    0.6%	9.4
- COc1ccc(-c2nnc3sc(-c4ccccc4OC)nn23)cc1
    -2.0%	.
- Cc1cc2nc(-c3cccnc3SCC(=O)NC3CC3)[nH]c2cc1C
    0.9%	-1.2
- N#Cc1ccc(CSc2ncnc3c2cnn3Cc2ccccc2)cc1
    -1.1%	0.6
- O=C(NCc1ccco1)C(c1cccnc1)N(C(=O)Cn1nnc2ccccc21)c1ccc(F)cc1 (stereo not drawn)
    3.2%	-10.5
- CC1=NNC(=O)C1CC(=O)N/N=C/c1cccs1 (stereo not drawn)
    -4.2%	43.8
- NC(=O)c1nc(-c2ccco2)nc2c1[nH]c(=O)n2-c1ccc(Cl)c(Cl)c1
    -4.8%	.
- CN(CCC#N)S(=O)(=O)c1ccc2c(c1)c(=O)n(C)c(=O)n2C
    -2.4%	1.6
- CC(=O)c1cccc(NC2c3ncccc3C(=O)N2Cc2ccco2)c1 (stereo not drawn)
    1.9%	-7.2
- Cc1cc(C)c(S(=O)(=O)NCC2CCC(C(=O)NCc3ccccn3)CC2)c(C)c1 (stereo not drawn)
    1.4%	.
- COc1cc(C2NC(=O)NC(O)(C(F)(F)F)C2C(=O)c2cccs2)ccc1O (stereo not drawn)
    5.4%	.
- CCn1cc(C(=O)NCCCN2CCC(C)CC2)c(=O)c2cc(S(=O)(=O)N3CCCC3)ccc21
    2.2%	.
- O=C(NCCc1ccc(Cl)cc1)c1cccs1
    -11.3%	-1.5

Record cards (already shown).
CN(CCC#N)S(=O)(=O)c1ccc2c(c1)c(=O)n(C)c(=O)n2C is entered as GlmU inhibition: -2.4%; Mtb RmlCD inh: 1.6
Cc1cc2nc(-c3cccnc3SCC(=O)NC3CC3)[nH]c2cc1C is entered as GlmU inhibition: 0.9%; Mtb RmlCD inh: -1.2

Fetched one by one from above (five):
Each structure is followed by: GlmU inhibition	Mtb RmlCD inh
- O=C(NCCc1ccc(Cl)cc1)c1cccs1
    -11.3%	-1.5
- Cc1cc(C)c(S(=O)(=O)NCC2CCC(C(=O)NCc3ccccn3)CC2)c(C)c1 (stereo not drawn)
    1.4%	.
- CC1=NNC(=O)C1CC(=O)N/N=C/c1cccs1 (stereo not drawn)
    -4.2%	43.8
- CC(=O)c1cccc(NC2c3ncccc3C(=O)N2Cc2ccco2)c1 (stereo not drawn)
    1.9%	-7.2
- COc1ccc(-c2nnc3sc(-c4ccccc4OC)nn23)cc1
    -2.0%	.

The listing continues.
Each structure is followed by: GlmU inhibition	Mtb RmlCD inh
- O=C1C2CC=C(Cl)CC2C(=O)N1CCC[n+]1ccccc1 (stereo not drawn)
    -1.6%	12.8
- COc1ccccc1NC(=O)C1=C(C)Nc2nc(-c3ccc(N(C)C)cc3)nn2C1c1ccncc1 (stereo not drawn)
    5.3%	12.4
- Cc1ccc(/C=C/C2=NN(Cc3ccc(Cl)c(Cl)c3)C(=O)CC2)cc1
    2.2%	.
- O=C(NCCNC(=O)c1ccc(Br)o1)c1ccc(Br)o1
    1.4%	17.7
- Cc1cccc(NC(=O)CCc2ccccc2)c1
    2.1%	-11.5
- C=CCNC(=O)NC(=O)COn1nnc2ccc(S(=O)(=O)N(C)C)cc21
    0.5%	.
- COC(=O)c1oc2ccc(Br)cc2c1NC(C)=O
    -1.3%	9.7
- O=C(/C=C/c1ccc(OCc2ccccc2)c(OCc2ccccc2)c1)c1cccnc1
    3.9%	1.5
- C/C(=N\NC(=O)c1c(Br)c(C)nn1C)c1cccc(NC(=O)c2ccccc2C)c1
    2.0%	.
- CSc1n[nH]c(=S)n1N
    -2.2%	-1.0
- NC(=O)c1cccnc1Nc1ccccc1Cl
    -0.5%	4.2
- COCc1cc(C)nc(N/N=C/c2ccc(-c3ccc(Cl)cc3[N+](=O)[O-])o2)c1C#N
    1.3%	-1.0
- CC(C)(C)OC(=O)N1CCCC1C(=O)N1CCCC1C(=O)N1CCCC1C(=O)O (stereo not drawn)
    6.4%	.
- Cc1ccc(C2C(C#N)=C(N)Oc3c2c(=O)n(C)c(=O)n3C)cc1 (stereo not drawn)
    -3.1%	.
- O=C(CCCn1c(=O)[nH]c2ccsc2c1=O)Nc1ccc(F)cc1
    5.5%	9.7

Next structures:
Each structure is followed by: GlmU inhibition	Mtb RmlCD inh
- CN(CC(=O)Nc1ccc(N2CCOCC2)cc1)C(=O)COc1ccccc1F
    3.2%	-8.7
- O=C(/C=C/NNC(=O)c1cccc(Br)c1)c1ccccc1
    -6.3%	8.7
- COc1ccc(NC(=S)NNC(=O)COc2ccc(Cl)cc2Cl)cc1
    8.1%	2.7
- O=C(NCc1ccco1)c1cnn2c(C(F)(F)F)cc(-c3ccccc3)nc12
    4.0%	0.1
- O=C(c1ccco1)N1CCN(c2ncnc3scc(-c4cccs4)c23)CC1
    9.8%	.
- O=C1c2ccccc2C(Nc2cccnc2)N1Cc1ccc2c(c1)OCO2 (stereo not drawn)
    3.0%	5.2
- CCOc1ccc(NC(=S)NCCCN2CCOCC2)cc1
    -2.6%	3.0
- CCCNC(=O)N[C@@H](Cc1ccccc1)C(=O)OC
    -0.6%	.
- O=C(c1ccc2c(=O)n(Cc3ccc4c(c3)OCO4)c(=S)[nH]c2c1)N1CCC2(CC1)OCCO2
    1.8%	1.9
- Cc1ccccc1CSCCNC(=O)Nc1ccccc1
    0.6%	.
- CCOC(=O)N1CCC(NC(=O)c2cnn3c(C(F)(F)F)cc(-c4cccc(OC)c4)nc23)CC1
    -4.1%	.
- O=C(O)C1CCC(N2C(=O)C3C4CCC(C4)C3C2=O)CC1 (stereo not drawn)
    2.4%	-8.6
- COCCNC(=S)N1CCCC(CO)C1 (stereo not drawn)
    3.9%	-3.3
- CCC(=O)NC(=S)Nc1ccc(NC(=O)c2ccccc2[N+](=O)[O-])cc1
    0.4%	-3.9
- CN(CCOc1ccccc1)c1ccc(S(=O)(=O)N2CCCCC2)cn1
    -4.1%	-8.7

(list continues)
Each structure is followed by: GlmU inhibition	Mtb RmlCD inh
- CC1CN(C(=O)COC(=O)c2ccc(NC(=O)CC#N)cc2)CC(C)O1 (stereo not drawn)
    -4.7%	-11.7
- CSc1ccc(NC(=O)/C=C/C(=O)O)cc1
    -4.0%	-6.6
- CC(C)[C@H](NC(=O)c1ccc(Cl)c([N+](=O)[O-])c1)C(=O)NCc1ccc(Cl)cc1Cl
    -1.8%	-10.4
- COc1ccc(C(=O)Nc2ccccc2C(=O)O)cc1NC(=O)C(c1ccccc1)c1ccccc1
    7.7%	1.0
- O=C(O)COc1ccc(Br)cc1CP(=O)(c1ccccc1)c1ccccc1
    4.1%	7.6
- O=[N+]([O-])c1cc(CN2CCCC2)ccc1Sc1ccc(Cl)cc1
    -7.2%	9.2
- CS(=O)(=O)N1CCN(C(=O)c2cc(-c3cccnc3)nc3ccc(Cl)cc23)CC1
    -3.0%	1.6
- Cn1c(=O)n(C)c(=O)n(CC(=O)N2CCCCC2)c1=O
    -2.3%	.
- CC(=O)c1cc(F)c(N2CCCCCC2)cc1C
    5.6%	.
- CCOc1ccccc1N1CCN(S(=O)(=O)CC)CC1
    -2.2%	-4.6
- Cc1c(NC(=O)CSc2nnc3sc4ccccc4n23)c(=O)n(-c2ccccc2)n1C
    4.8%	-2.2
- Cc1nnsc1C(=O)NC(C)c1ccccc1 (stereo not drawn)
    1.9%	36.2
- COc1ccccc1C(=O)NC(=O)Nc1nc(-c2ccccc2)cc(C(F)(F)F)n1
    -4.0%	5.8
- Cc1cccc(NC(=O)CC2C(=O)NC3CCCCC3N2C(=O)c2ccccc2Cl)c1 (stereo not drawn)
    1.8%	-12.2
- COc1cc(C2Nc3ccc4ncccc4c3C3=C2C(=O)CCC3)ccc1O (stereo not drawn)
    0.1%	-8.0

Two entries from above, in markdown:
| Molecule | GlmU inhibition | Mtb RmlCD inh |
| --- | --- | --- |
| Cn1c(=O)n(C)c(=O)n(CC(=O)N2CCCCC2)c1=O | -2.3% | . |
| CC(=O)c1cc(F)c(N2CCCCCC2)cc1C | 5.6% | . |

Remaining list, next part.
Each structure is followed by: GlmU inhibition	Mtb RmlCD inh
- O=C(CN1CCCCC1)NCC(=O)Nc1ccc(Br)cc1C(=O)c1ccccc1
    1.6%	.
- c1ccc(-c2nnc3sc(-c4csc5c4CCCC5)nn23)cc1
    -0.7%	-5.0
- N#CC(C#N)=C1CCc2ccccc2N1
    5.5%	.
- O=C(COC(=O)Cc1ccc(-c2ccccc2)cc1)NCc1ccc(F)cc1
    -7.4%	16.0
- CCc1nn(CC(=O)O)c(=O)c2ccccc12
    2.8%	7.0
- CNC(=O)c1sccc1SCc1ccc(Cl)cc1Cl
    -0.6%	.
- O=C(/C=C/c1ccco1)NC(=S)Nc1ccc(O)c(-c2nc3ccccc3s2)c1
    12.2%	-7.0
- Cc1ccc2oc3c(c(=O)c2c1)C(c1cccc(Br)c1)N(Cc1ccco1)C3=O (stereo not drawn)
    3.2%	.
- O=C(CCc1ccccc1)NNC(=O)COc1ccccc1
    -3.6%	18.9
- Cc1occc1C(=O)NCc1ccc(C(=O)O)o1
    7.4%	7.8
- CN(C(=O)COC(=O)c1ccccc1SCC(=O)NC1CCCCCCC1)C1CCS(=O)(=O)C1 (stereo not drawn)
    -3.4%	1.3
- Cc1cc(=O)oc2c1c(C(F)(F)F)nn2-c1ccccc1
    2.9%	-5.9
- CC(=O)N1CCCc2cc(S(=O)(=O)NC(C(=O)NC(C)c3ccccc3)C(C)C)ccc21 (stereo not drawn)
    -2.0%	.
- COc1ccccc1NC(=O)CSc1nc2n[nH]c(C)c2c(=N)n1-c1ccccc1Cl
    0.3%	.
- CCC(C)N1C(=O)C2C(C(=O)Nc3cccc(OC)c3)C3C=CC2(O3)C1C(=O)NC1CCCCC1C (stereo not drawn)
    4.7%	.

(cont.)
Each structure is followed by: GlmU inhibition	Mtb RmlCD inh
- CC(C)CN(C(=O)COC(=O)c1ccccc1SCC(=O)NC1CCCCCC1)C1CCS(=O)(=O)C1 (stereo not drawn)
    2.3%	-4.3
- NNC(=O)Cn1c(-c2ccccc2)cc(=O)n2ncnc12
    2.5%	-1.5
- CC1(C)[C@H]2CC[C@]1(C)[C@@H](OC(=O)C[N+]1(C)CCOCC1)C2
    5.2%	.
- O=C(Oc1ccc(-c2nc(-c3ccccn3)no2)cc1)c1ccccc1
    1.6%	.
- CC(=O)c1cccc(NC(=O)c2ccc(C)o2)c1
    -0.3%	-2.7
- CCc1cc2c(=O)c(-c3nc(C)cs3)coc2cc1OC(C)C(=O)NCCO (stereo not drawn)
    4.8%	-46.8
- Cc1ccc(S(=O)(=O)/C(C#N)=C/c2c(N3CC(C)OC(C)C3)nc3c(C)cccn3c2=O)cc1 (stereo not drawn)
    0.2%	-11.9
- CN1c2ccc([N+](=O)[O-])cc2CC2(C(=O)NC(=O)N(c3ccc(Br)cc3)C2=O)C1c1ccccc1 (stereo not drawn)
    3.0%	4.4
- Cc1nc2ccccc2c(=O)n1NC(=O)/C=C/c1ccccc1
    3.1%	-1.6
- O=C(NCc1ccncc1)NC12CC3CC(CC(C3)C1)C2
    1.9%	4.6
- CCO[C@H]1OC(C(=O)N2CCN(Cc3ccccc3)CC2)=C[C@@H](c2cn(C(C)=O)c3ccccc23)[C@@H]1CCCO
    -1.7%	.
- CC(C)C(=O)NC(c1ccco1)c1ccc2cccnc2c1O (stereo not drawn)
    -4.7%	16.7
- O=C(CN1C(=O)c2ccccc2S1(=O)=O)Nc1ccc(S(=O)(=O)N2CCCC2)cc1
    -2.0%	3.0
- Nc1nc(NC(=O)CCC(=O)O)nn1-c1ccccc1
    0.3%	-3.6
- CN(C(=O)c1ccncc1)c1nnc(-c2ccccn2)s1
    -1.0%	13.7
- CCc1ccccc1NC(=O)CSc1nnc(-c2ccco2)n1N
    -6.4%	-5.1

Bioassay records as filed in PubChem.
